HCMV inh: inhibitors of human cytomegalovirus. HFF cells, HCMV-luciferase reporter, 72 h; stronger effect = lower value. activity change, negative = inhibition, % at 57.5 µM. 4.5% of 410,000 active; in the data active means activity change below about -60%; inconclusive means no clear call, values can overlap the other calls; inactive means above about -39%
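Human foreskin fibroblasts infected with luciferase-reporter HCMV at MOI 1 PFU/cell, compounds at two doses. Luciferase measured 72 h post infection; normalized to buffer-only basal and Salinomycin (10uM) controls.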
AmpC inh detg: inhibitors of E. coli AmpC beta-lactamase with detergent; AmpC hydrolysis of nitrocefin, absorbance 480 nm, 0.01% Triton; Potency, µM (highest dose often 114 µM), inactives show at the highest dose activity change, negative = inhibition, hits mostly inhibitors; 0.041% of 370,000 active;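 further: potency means the concentration at half of the fitted maximal effect; 0% = no-compound wells and -100% = no-enzyme wells; nearly all actives have a fitted effect of over 25% in size; some results filed as inactive show a strong effect at the top dose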
Target sequence (P00811 whole entry, looked up): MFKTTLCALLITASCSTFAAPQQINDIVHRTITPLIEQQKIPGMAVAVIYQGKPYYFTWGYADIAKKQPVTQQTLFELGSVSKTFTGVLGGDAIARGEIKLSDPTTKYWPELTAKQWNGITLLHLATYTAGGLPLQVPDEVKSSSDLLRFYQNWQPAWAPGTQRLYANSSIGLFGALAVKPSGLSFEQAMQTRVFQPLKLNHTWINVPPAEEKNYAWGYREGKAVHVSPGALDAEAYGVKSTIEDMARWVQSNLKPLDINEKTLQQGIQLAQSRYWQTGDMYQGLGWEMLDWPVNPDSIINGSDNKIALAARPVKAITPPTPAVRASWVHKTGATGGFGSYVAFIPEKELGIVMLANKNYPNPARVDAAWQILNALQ
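20 mM phosphate pH 7.0 + 0.01% (detergent screen) or 0.0001% Triton X-100; 5.3 nM AmpC reagent; cpd preinc 15 min RT; nitrocefin (800 uM stock) to start; A480 q20 s × 4 min; Activity was normalised to no-enzyme and no-compound control wells.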
Sm TGR inh: blocks Schistosoma mansoni thioredoxin glutathione reductase. purified TGR, DTNB reduction, TNB absorbance 405 nm. Potency, µM (doses to about 114 µM), inactives show top-dose activity change, negative = inhibition, usual class: inhibitors. 3% of 360,000 active. AID 485364; further: potency means the concentration at half of the fitted maximal effect; nearly all actives have a fitted effect of over 60% in size
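Kinetic colorimetric format: TGR-catalysed, NADPH-driven DTNB reduction monitored via TNB absorbance. Enzyme dispensed at 20 nM; compound exposure 15 min at room temperature before reaction start.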
AMA1-RON2 inh: AMA1-RON2 (P. falciparum) interaction inhibition. AlphaScreen AMA1-biotinylated RON2 peptide binding. Potency, µM (titrated, usually from 58.2 µM), for inactives: at the highest dose activity change, negative = inhibition, usual class: inhibitors. 0.2% of 360,000 active. AID 720542;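 further: potency means the concentration at half of the fitted maximal effect; 0% = vehicle wells and -100% = peptide control; nearly all actives have a fitted effect of over 45% in size; some results filed as inactive show a strong effect at the top dose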
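AMA1 (3D7) with his tag at 25 nM final met compounds first, then biotinylated RON2 peptide at 25 nM; detection used donor plus acceptor beads, 10 µg/mL apiece, read by AlphaScreen after 30 min at room temperature.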
Giardia FBPA inh: Giardia lamblia aldolase inhibition. A8B2U2. purified Giardia FBPA. Potency, µM (highest dose often 59.6 µM), for inactives: at the highest dose activity, negative = inhibition, usual class: inhibitors. 0.71% of 290,000 active; further: potency means the concentration at half of the fitted maximal effect; nearly all actives have a fitted effect of over 55% in size
Target sequence (A8B2U2 whole entry, looked up): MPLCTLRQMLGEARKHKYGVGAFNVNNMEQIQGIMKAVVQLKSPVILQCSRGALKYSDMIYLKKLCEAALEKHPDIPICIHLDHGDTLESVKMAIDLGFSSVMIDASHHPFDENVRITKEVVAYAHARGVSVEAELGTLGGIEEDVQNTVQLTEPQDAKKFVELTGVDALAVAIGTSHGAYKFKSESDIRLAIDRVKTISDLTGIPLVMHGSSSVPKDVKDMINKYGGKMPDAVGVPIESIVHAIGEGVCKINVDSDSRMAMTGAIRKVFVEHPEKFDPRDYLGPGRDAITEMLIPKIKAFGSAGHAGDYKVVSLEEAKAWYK
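Giardia FBPA (40 nM reagent) was preincubated 10 min at RT with compound (up to 57.5 uM final), then substrate plus GAPDH/TPI/NAD/arsenate coupling system with diaphorase/resazurin was added; resorufin fluorescence (525/598 nm) was read after 20 min.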
HCV inhibitor: inhibitors of hepatitis C virus infection; Huh7.5.1 HCVcc-Cre infection, luciferase reporter, 44 h; Potency, µM (highest dose often 41.8 µM), for inactives: top-dose activity change, negative = inhibition, usual class: inhibitors; 3.4% of 340,000 active; AID 651820; further: potency means the concentration at half of the fitted maximal effect
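Cells (1,000/well) were plated 4 h before compound, then infected with HCVcc-Cre virus (~0.5 moi). After 44 h further culture, infection was read as luciferase luminescence following a 15 min substrate incubation at room temperature.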
* = called active by the depositor; ? = inconclusive; · = no result given; [ ] = remark or other dose. Unless noted, the call rests on the fitted dose curve; in most records, active means well fitted curve in the direction sought with a large enough effect; inconclusive means small, poorly fitted or top-dose-only effect, or another doubt; inactive means no such curve, though single readings can be large; an effect the other way counts as inactive or inconclusive. Unless noted, on the % scale 0 is the no-effect control and ±100 the full control effect.

Results follow in this order: Sm TGR inh	AmpC inh detg	HCV inhibitor	Giardia FBPA inh	AMA1-RON2 inh	HCMV inh
- O=C(O)C(Cc1ccccc1)n1cnnn1 (centres undefined)
→ 13%	-13%	9%	-23%	0%	10
- O=C(COC(=O)c1ccccc1NC(=O)c1ccco1)NC1CC1
→ -19%	2%	?	0%	-4%	13
- COc1ccc(-c2noc(-c3ccc(NC4CCCCC4)c([N+](=O)[O-])c3)n2)cc1OC
→ -23%	0%	·	·	·	11
- COc1ccc(-c2nc3sc(CCNC(=O)c4cc(OC)c(OC)c(OC)c4)c(C)n3n2)cc1
→ 11%	6%	·	·	·	82
- COc1ccccc1OCCC(=O)OCC(=O)Nc1ccc(S(=O)(=O)N2CCOCC2)cc1
→ -20%	-14%	-16%	8%	-6%	24
- CCN1CCN(c2ccc(NC(=O)c3ccc(Br)o3)cc2)CC1
→ -22%	3%	-6%	1%	-17%	50
- CCn1c(=O)cc(N2CCC3(CC2)OCCO3)[nH]c1=O
→ -8%	-6%	14%	3%	3%	-7
- COP(=O)(/C=C(\Cl)c1ccccc1)/C=C(\Cl)c1ccccc1
→ 0%	-16%	4%	6%	2%	-23
- CC(C)c1nc(CN2CCCCC2)cc(=O)[nH]1
→ -6%	-7%	0%	0%	-6%	29
- CS(=O)(=O)N(CCCC(=O)N1CCCCCC1)c1cccc(Cl)c1
→ 5%	3%	11%	4%	-5%	9
- Cc1cc(Oc2c(C(F)(F)F)oc3c(CN4CCC(C)CC4)c(O)ccc3c2=O)cc(C)c1Cl
→ 7%	28%	·	·	·	9
- OCC[C@@H]1C[C@H](O)[C@@H](O)[C@]2(Cc3ccccc3CCO2)O1
→ -9%	-18%	2%	-7%	12%	-3
- COc1ccc(NC(=O)CS(=O)CC(=O)N2CCN(C3CCCC3)CC2)cc1 (centres undefined)
→ -12%	-7%	10%	18%	37%[activator]	-31
- CCOC(=O)c1cccc(N2C(=O)c3ccccc3S2(=O)=O)c1
→ 0%	-8%	-4%	2%	18%	-24
- CC1(OC(=O)CCc2ccccc2)C(=O)C=C2C=C3CCCN3C=C2C1=O (centres undefined)
→ 35µM*	-2%	14%	?	?	-32
- CCCCOc1nc(N)nc(-c2ccccc2)n1
→ -1%	-1%	-5%	1%	14%	92
- CCn1c(=S)sc2c(=O)n(CC(=O)Nc3ccc(C(C)=O)cc3)c(C)nc21
→ 1%	-6%	1%	8%	14%	-10
- O=C(OCC(=O)N1CCCC1)c1c2c(nc3ccccc13)CCCCC2
→ -14%	?	?	1%	-7%	-24
- O=C(COC(=O)C1CC2CCCC(C1)C2=O)Nc1cccc(F)c1 (centres undefined)
→ -8%	-2%	0%	·	2%	3
- Cc1cccc(-n2cc(-c3ccccc3)c3c(N4CCC(C)CC4)ncnc32)c1
→ 6%	9%	·	·	·	?
- O=C(Cc1ccccc1)OCC(=O)c1ccc(F)cc1
→ ·	·	3%	·	12%	-4
- CC(C)Cn1c(SCC(=O)NC(=O)Nc2ccc3c(c2)OCCO3)nc2ccccc2c1=O
→ -3%	-7%	-5%	1%	5%	-16
- CCCN1CCC(NC(=O)Nc2cccc3ccccc23)CC1
→ 10%	2%	-4%	-1%	19%	18
- O=C(/C=C/Nc1ccccc1O)c1ccco1
→ 0%	0%	6%	-7%	73%[activator]	-9
- O=C(Cn1cnc([N+](=O)[O-])n1)N/N=C/c1cccc(Cl)c1
→ -3%	?	19%	-9%	17%	?
- Cc1ccc(Cl)cc1N1CCN(C(=O)c2cccc3c(=O)c(C)c(-c4ccccc4)oc23)CC1
→ 5%	5%	10µM*	4%	-2%	-12
- O=C(Nc1cc(Cl)ccc1N1CCOCC1)c1ccncc1
→ ·	·	-30%	·	-5%	-19
- NC(=O)c1nsc(C(=O)N(CCc2ccccc2)C(C(=O)NC2CCCC2)c2ccco2)c1N (centres undefined)
→ -1%	?	-6%	9%	-3%	-60*
- CC(C)c1ccc(N(C(=O)c2ccco2)C(C(=O)NC2CCCC2)c2cccnc2)cc1 (centres undefined)
→ -12%	0%	-7%	8%	-15%	-10
- Cc1ccc2nc(-c3cccc(Br)c3)cc(C(=O)NC3=NCCS3)c2c1
→ ·	-9%	4%	-8%	23%	?
- COC(=O)c1ccc(Sc2ccc(C)cc2)c(N)c1
→ 23%	-1%	6%	3%	28%	22
- O=C(CC12CC3CC(CC(C3)C1)C2)NCC(=O)N1CCCC1
→ 2%	-15%	10%	3%	-9%	-8
- COC(=O)C1CCN(C(=O)C2CCCCC2)CC1
→ -2%	-11%	5µM*	4%	1%	96
- COC(=O)CCN(C(=O)C1C2CC3CC(C2)CC1C3)c1ccccn1 (centres undefined)
→ 3%	?	-10%	-2%	-9%	12
- CCCCC(CC)C1OCC(C[N+]2(C)CCOCC2)O1 (centres undefined)
→ -11%	?	23%	-1%	16%	4
- COc1ccc(C(=O)COC(=O)COc2cc(C)cc(C)c2)cc1
→ 4%	4%	·	·	7%	18
- Cc1c(N2C(=O)C3C4C=CC(C5CC45)C3C2=O)c(=O)n(-c2ccccc2)n1C (centres undefined)
→ 0%	0%	1%	1%	-8%	-6
- O=Cc1ccc(C(=O)OCC(=O)N2CCCC2)cc1
→ -3%	-12%	13%	5%	15%	3
- O=C(c1cc(COc2cccc(C(F)(F)F)c2)on1)N1CCC(c2ccncc2)CC1
→ -21%	-4%	?	·	-5%	·
- Cc1cc2ccccn2c1C(=O)c1ccc(C#N)cc1
→ 2%	0%	-21%	6%	-21%	-81*
- COc1ccccc1C1(O)CCN(CC(=O)Nc2nc(-c3ccccc3)cs2)CC1
→ 0%	6%	10µM*	-4%	21%	-12
- Cc1cccc(NC(=O)CN2C(=O)NC(C)(c3ccc4ccccc4c3)C2=O)n1 (centres undefined)
→ 1%	-3%	-10%	·	-22%	-31
- CC(=O)Nc1cccc(C(=O)OCc2ccc(C(=O)Oc3ccc(Cl)cc3)cc2)c1
→ 1%	2%	13%	-2%	-4%	44
- COc1ccc(C(C)=O)cc1COc1cccnc1[N+](=O)[O-]
→ ?	?	?	-5%	7%	6
- Cc1ccc2nc(N(CCCN(C)C)C(=O)c3ccc4c(c3)CCCC4)sc2c1
→ 4%	4%	11µM*	-11%	?	-77*
- Cc1ccc(SC2CC(=O)N(c3ccc4c(c3)OCCO4)C2=O)cc1 (centres undefined)
→ ?	0%	-11%	-1%	10%	-10
- O=C(NC1CCCCC1)C1CCN(C(=O)c2ccc(Cl)cc2)CC1
→ 1%	0%	-2%	1%	0%	6
- Cn1c(SCC(=O)c2ccc(F)cc2)nnc1-c1cccnc1
→ -12%	?	-4%	-3%	12%	13
- O=C(NCc1ccccc1)C(=O)NCC1OCCN1C(=O)c1ccc(Cl)cc1 (centres undefined)
→ 4%	?	15%	1%	-4%	-24
- Cc1ccnc(NS(=O)(=O)c2ccc(NC(=O)/C=C/c3ccccc3)cc2)n1
→ 11%	4%	11%	13%	-13%	0

Next part
Results follow in this order: Sm TGR inh	AmpC inh detg	HCV inhibitor	Giardia FBPA inh	AMA1-RON2 inh	HCMV inh
- O=C(c1noc2c1CCCC2)N1CCN(c2ccc(F)cc2)CC1
→ 4%	-14%	12%	9%	-4%	-34
- CC(=O)N(C(C)=O)n1c(/C=C/c2ccc([N+](=O)[O-])cc2)nc2ccccc2c1=O
→ 1%	1%	-10%	-8%	-5%	-10
- O=C(Nc1nnc(SCCN2CCOCC2)s1)C1CC(=O)N(c2ccccc2)C1 (centres undefined)
→ -8%	7%	24%	?	-1%	4
- Cn1c(CNC(=O)CNS(=O)(=O)c2ccc(Cl)cc2)cc(=O)n(C)c1=O
→ 2%	4%	16%	-4%	14%	-11
- COc1cc2c(cc1OC)n(CC(=O)c1cc(C)ccc1C)c(=O)n1nc(CCn3nc(C)cc3C)nc21
→ -3%	0%	·	·	·	14
- Nc1ccc(N2CCCCC2)c(Cl)c1
→ 12%	4%	0%	-4%	-14%	6
- Cc1nn(C(C)(C)C)c(N)c1-c1ccccc1
→ -9%	-15%	12%	1%	-6%	-5
- O=C1NC(=S)NC(=O)C1C1CCCCC1
→ 0%	-14%	14%	-3%	4%	-35
- CC(Sc1nnc(-c2ccc(Cl)cc2)n1N)C(=O)NCC1CCCO1 (centres undefined)
→ -1%	-7%	0%	·	16%	-25
- CCOc1cc(C2C(C#N)=C(N)Oc3n[nH]c(C)c32)ccc1OCCN1CCOCC1 (centres undefined)
→ -10%	?	4%	-4%	-9%	-8
- COCCN1C=C(C(=O)OC)C(c2ccccc2Cl)C(C(=O)OC)=C1
→ 0%	?	-6%	2%	0%	6
- Cc1cc(NC(=O)CSc2nnc(-c3c[nH]c4ccccc34)n2-c2ccc(Cl)cc2)no1
→ -8%	-7%	0%	-2%	7%	-14
- COc1ccc(CCNC(=O)COC(=O)/C=C/c2ccc(OC)cc2OC)cc1
→ ·	·	12%	·	4%	15
- CCOc1ccc(C(=O)NCC(=O)OCc2c(F)cccc2Cl)cc1
→ -5%	0%	10%	3%	2%	-67*
- CCN(CC)c1ncnc2sc(C(=O)N3CCN(c4ccccc4)CC3)c(C)c12
→ -12%	-4%	?	8%	-8%	-33
- CCn1c(CNC(=O)c2ccccc2F)nnc1SCC(=O)NC1CCCCC1
→ 13%	-6%	11%	-1%	3%	8
- CCc1ccc(NC(=O)C(CC)n2c(=O)c(-c3ccccc3NC(C)=O)nc3ccccc32)cc1 (centres undefined)
→ 3%	23%	·	·	·	-91*
- CCOc1ccc(N(CC(=O)NCCOc2ccccc2OC)S(=O)(=O)c2ccccc2)cc1
→ 8%	2%	?	2%	-16%	0
- COc1ccc(NC(=S)NNC(=O)OC(C)(C)C)cc1OC
→ -2%	1%	13%	?	54%[activator]	9
- COc1ccc(CCNC(=O)CSc2nc(N)cc(=O)[nH]2)cc1OC
→ 5%	-1%	0%	1%	30%[activator]	-19

An excerpt from above in order of formula weight, ascending:
Results follow in this order: Sm TGR inh	AmpC inh detg	HCV inhibitor	Giardia FBPA inh	AMA1-RON2 inh	HCMV inh
- COc1ccc(CCNC(=O)CSc2nc(N)cc(=O)[nH]2)cc1OC
→ 5%	-1%	0%	1%	30%[activator]	-19
- COCCN1C=C(C(=O)OC)C(c2ccccc2Cl)C(C(=O)OC)=C1
→ 0%	?	-6%	2%	0%	6
- COc1ccc(CCNC(=O)COC(=O)/C=C/c2ccc(OC)cc2OC)cc1
→ ·	·	12%	·	4%	15
- CCn1c(CNC(=O)c2ccccc2F)nnc1SCC(=O)NC1CCCCC1
→ 13%	-6%	11%	-1%	3%	8

Later entries:
Results follow in this order: Sm TGR inh	AmpC inh detg	HCV inhibitor	Giardia FBPA inh	AMA1-RON2 inh	HCMV inh
- CCCCCC(=O)N1CCN(S(=O)(=O)c2ccc3c(c2)OCCO3)CC1
→ 6%	-15%	22%	·	-6%	6
- CC1(CC(=O)N/N=C/c2ccc(-c3cccc(C(F)(F)F)c3)o2)OCCO1
→ -4%	-13%	-21%	0%	0%	-17
- CC(C)(C)n1nnnc1C(c1cccc(C#N)c1)N1CCC(Cc2ccccc2)CC1 (centres undefined)
→ -1%	-12%	?	-1%	-11%	28
- COc1ccc(S(=O)(=O)n2nc(C)c(S(=O)(=O)N3CCCCCC3)c2C)cc1OC
→ -7%	3%	·	·	·	4
